# PGC1a acetyl inh: inhibitors of PGC1a acetylation signal, primary screen, cell-based, U2OS, AlphaScreen, inhibitor mode | inhibition, % at 15.6 µM | 350,000 tested, 0.17% active | AlphaScreen anti-acetyl-lysine; with virally co-expressed GCN5 acetyltransferase;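 active means every replicate shows inhibition of at least 40%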;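 further: 0% = neutral control wells and 100% = positive control wells; some results beyond the cut were filed as inactive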
# LGR2 inh: inhibitors of bursicon-induced LGR2 CRE-luciferase signal, primary screen, cell-based, HEK293, CRE-luciferase reporter, bursicon stimulation. Drosophila bursicon receptor LGR2 (rickets). 380,000 tested, 0.35% active. AID 720647, 2013. inhibition, % at 9.99 µM. bursicon-stimulated, 4 h;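 active means drop in luminescence signal, shown as inhibition above about 50% in the replicate tests, limit read from the data, passing the limit was not always enough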;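 further: agonist challenge used bursicon conditioned medium at about half maximal strength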
# PAX8 reporter: inhibitors of PAX8-driven TPO luciferase reporter, primary screen, RMG-I cells, single concentration; 360,000 tested, 1.2% active; SteadyGlo, 24 h; AID 652154, 2013; inhibition, % at 12.6 µM;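 active means mean replicate inhibition at least 60% with every replicate also reaching 60%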;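 further: luciferase light reporting Pax8 driven TPO promoter activity; plate controls were median of neutral control wells for no effect and mitoxantrone controls for full effect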
# FN deposition inh: inhibitors of fibronectin matrix deposition, primary screen, AH1F cells, Alexa488-fibronectin fluorescence, plate reader; AH1F fibroblasts, overnight; inhibition, % at 12.6 µM; 350,000 tested, 0.086% active; AID 743247, 2014;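 active means mean inhibition across replicates of 30% or more, regardless of how many single replicates reach that level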;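 further: positive control wells lacked labelled fibronectin entirely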
#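 Assay system: AH1F fibroblasts / Quantity: 10000 cells per well / Medium: DMEM plus 2% serum, read in PBS / Reagent: labelled fibronectin 24 nM / Dosing: single dose, pinned / Times: 1 h cell attachment, overnight exposure to compound and label / Signal: fluorescence, ex 485 nm, em 525 nm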
# EWS-Fli block: EWS/Fli-driven NR0B1 reporter inhibitors, primary screen, A673 cells, NR0B1 luciferase, luminescence, MLPCN library. viability-normalised. inhibition, % at 12.6 µM. 350,000 tested, 0.67% active. AID 651661, 2012;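 active means mean inhibition of at least 50% after viability correction, with every replicate also passing that limit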;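 further: firefly luciferase signal divided by Alamar Blue viability fluorescence both relative to DMSO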
# ERAP1 HTS inh: human ERAP1 aminopeptidase inhibitors, primary screen, biochemical, single point, plate reader. Endoplasmic reticulum aminopeptidase 1 (Homo sapiens), Q9NZ08. inhibition, % at 10.7 µM. recombinant ERAP1, Leu-AMC fluorescence, 60 min. 340,000 tested, 0.15% active;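 active means mean replicate inhibition of at least 30%, or all replicates individually reaching that 30% level; inactive means mean below 30% and not every replicate reaching it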;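 further: 0% = neutral control wells and 100% = L-leucinethiol positive control wells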
# Target sequence (Q9NZ08 whole entry, looked up): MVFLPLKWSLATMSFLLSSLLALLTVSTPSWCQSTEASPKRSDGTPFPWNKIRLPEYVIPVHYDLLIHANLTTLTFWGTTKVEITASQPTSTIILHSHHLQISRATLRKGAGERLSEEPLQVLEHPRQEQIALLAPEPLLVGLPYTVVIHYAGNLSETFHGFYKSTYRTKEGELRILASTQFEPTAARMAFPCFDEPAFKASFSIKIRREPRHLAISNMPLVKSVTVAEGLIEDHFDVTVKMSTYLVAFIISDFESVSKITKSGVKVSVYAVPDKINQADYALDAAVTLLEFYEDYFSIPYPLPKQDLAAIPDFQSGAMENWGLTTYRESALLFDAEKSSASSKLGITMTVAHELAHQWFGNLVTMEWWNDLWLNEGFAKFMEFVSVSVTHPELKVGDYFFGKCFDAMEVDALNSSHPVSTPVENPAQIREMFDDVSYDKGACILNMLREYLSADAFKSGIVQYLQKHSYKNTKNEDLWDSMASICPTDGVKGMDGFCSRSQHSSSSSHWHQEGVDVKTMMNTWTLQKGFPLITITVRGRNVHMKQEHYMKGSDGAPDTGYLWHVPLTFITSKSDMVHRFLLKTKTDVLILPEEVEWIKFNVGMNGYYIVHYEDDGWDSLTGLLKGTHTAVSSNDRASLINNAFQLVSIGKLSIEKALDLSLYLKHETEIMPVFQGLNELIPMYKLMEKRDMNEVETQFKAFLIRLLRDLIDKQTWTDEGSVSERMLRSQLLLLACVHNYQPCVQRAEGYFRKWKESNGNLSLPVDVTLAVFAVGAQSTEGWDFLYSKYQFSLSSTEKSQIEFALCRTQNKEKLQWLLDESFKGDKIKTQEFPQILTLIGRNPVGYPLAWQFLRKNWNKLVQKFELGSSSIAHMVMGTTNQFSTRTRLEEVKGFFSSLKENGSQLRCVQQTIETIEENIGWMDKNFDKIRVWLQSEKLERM
# PglD inh: C. jejuni PglD acetyltransferase inhibitors, primary screen, biochemical, DTNB colorimetric, single point; UDP-N-acetylbacillosamine N-acetyltransferase PglD (Campylobacter jejuni); purified PglD enzyme, DTNB colorimetric CoA detection; inhibition, % at 12.5 µM; 360,000 tested, 0.098% active; in the data active means inhibition above about 16%, passing the limit was not always enough; further: strong numbers were not always called active
# S100A4 MyoIIA: inhibitors of S100A4-myosin IIA peptide binding, primary screen, biochemical, fluorescence polarization, TAMRA-MyoIIA peptide; inhibition, % at 10.7 µM; Protein S100-A4 (Homo sapiens), P26447; AID 652163, 2013; 360,000 tested, 0.14% active;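 active means mean inhibition of at least 70% across replicates, with every replicate also reaching that level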
# Target sequence (P26447 whole entry, looked up): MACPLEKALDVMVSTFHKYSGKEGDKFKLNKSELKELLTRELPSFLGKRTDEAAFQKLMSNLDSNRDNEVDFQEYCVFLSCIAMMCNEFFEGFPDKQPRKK
#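 Material: S100A4 monomer (human). Medium: Calcium-containing HEPES buffer, pH 7.2. Probe or stimulus: labelled myosin peptide probe, 5 nM. Compound dosing: one concentration per compound. Timing: polarization read 5 min after assay mix addition, stable 5–60 min. Benchmarks: DMSO as neutral control, TFP as positive control.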
# * hit, by the source's call; nt = not tested or not shown; & = joins results of further samples.
# Every second line gives: PGC1a acetyl inh	LGR2 inh	PAX8 reporter	FN deposition inh	EWS-Fli block	ERAP1 HTS inh	PglD inh	S100A4 MyoIIA
Cc1nc(-c2ccc(S(=O)(=O)Oc3ccc(Cl)cc3Cl)s2)cs1
→ -2.7	11.2	0.9	1.3	1.4	nt	0.9	-3.1
CO[C@H]1CN(C)C(=O)c2cc(NC(=O)C3CCOCC3)ccc2OC[C@H](C)N(Cc2cccnc2)C[C@H]1C
→ 0.7	3.5	-8.3	3.2	-6.1	nt	-1.3	-6.9
COc1ccccc1CNC(=O)c1sccc1-c1ccccc1
→ -8.5	0.5	9.6	16.5	8.8	-6.5	-2.7	-2.0
CCCNC(=O)N(C)C[C@@H]1Oc2ncc(C#C[C@H](C)O)cc2C(=O)N([C@@H](C)CO)C[C@@H]1C
→ 4.1	-16.7	nt	-0.3	-10.4	-1.2	-1.4	-5.5
CCc1cnc(N2[C@@H](C#N)[C@H](c3ccc(C#Cc4ccccc4F)cc3)[C@@H]2CO)s1
→ -11.5	30.7	-8.1	-0.9	-13.6	-1.1	4.6	2.7
COc1cc2c(cc1OC)CN(C(=O)[C@H]1[C@@H]3C(=O)O[C@@H](c4ccccc4)[C@@H](c4ccccc4)N3[C@@H](c3ccccc3OCCO)[C@]13C(=O)Nc1ccccc13)CC2
→ nt	nt	41.5	nt	12.6	0.5	-6.1	-2.8
CCOC(=O)C1=C(C)Nc2nc3ccccc3n2C1c1ccc(O)cc1 (stereo unspecified)
→ -3.8	-2.2	-10.1	1.1	10.2	0.5	2.7	20.9
Cc1ccc(C(=O)CCC(=O)Nc2ncccc2C)cc1
→ nt	-10.5	-4.4	-3.2	-7.7	-3.3	0.0	-23.6
COc1ccc(NC(=S)N(Cc2cccc(Br)c2)CC2CCC(C(=O)O)CC2)cc1 (stereo unspecified)
→ 10.6	-10.8	4.8	2.2	-8.9	-1.9	-2.9	-28.1
COCc1nnc(NS(=O)(=O)c2ccc(C)cc2)s1
→ -4.2	nt	3.2	-6.4	nt	nt	-3.7	nt
O=C(COC(=O)Cc1ccc(F)cc1)NC(=O)c1ccccc1
→ nt	6.7	-4.4	-0.8	0.7	-1.4	2.1	-4.6
CCOc1ccc(S(=O)(=O)N2CCN(C(=O)C3CCC3)CC2)cc1
→ nt	-4.7	nt	10.5	4.1	0.0	nt	1.4
CC(C)CC#Cc1cnc2c(c1)C(=O)N([C@@H](C)CO)C[C@@H](C)[C@H](CN(C)C(=O)c1ccc(F)cc1)O2
→ 4.1	-0.2	nt	-2.8	2.7	-4.9	-1.3	-8.8
O=C(CCCl)Nc1ccc(S(=O)(=O)NCc2ccco2)cc1
→ -4.1	21.2	19.0	1.8	13.0	-0.2	-8.6	-5.0
O=C(NCCc1ccccc1)c1cccc(NC(=O)C2CCCC2)c1
→ 5.9	-49.6	-137.0	-8.9	-102.2	6.9	-1.5	-5.1
CNC[C@H]1Oc2cc(C#CC3(O)CCCC3)ccc2S(=O)(=O)N([C@H](C)CO)C[C@H]1C
→ 17.1	24.9	0.5	-3.9	-13.9	-0.3	3.3	-4.9
C=CCn1c(COc2ccc(F)cc2)nnc1SCC(=O)NC1CCCC1
→ 16.6	6.7	-1.0	-24.7	-3.2	-2.5	0.5	-5.4
Cc1cccc(NC(=O)c2cc(Cl)ccc2[N+](=O)[O-])c1
→ -1.0	-4.6	-12.1	5.1	nt	nt	-0.9	nt
C[C@H]1CN([C@@H](C)CO)C(=O)Cc2cc(NC(=O)Cn3cnnn3)ccc2O[C@H]1CN(C)Cc1ccncc1
→ -2.5&1.9	-24.4&9.0	9.6	-3.2	-0.2&-14.5	3.9	1.1&1.3	-10.6&49.5
Cc1ccc(NC(=O)CNc2ccc(N3CCOCC3)cc2)cc1S(=O)(=O)N(C)C
→ 2.9	-13.3	12.9	-0.9	3.1	-2.5	nt	-3.2
CC(C(=O)NC1C(=O)N2C(C(=O)O)=C(CSc3nnnn3C)CSC12)n1cc(Br)cn1 (stereo unspecified)
→ -5.8	-14.3	6.2	8.2	-1.4	-0.4	nt	-0.5
Cc1cc(C(=O)Oc2cccnc2)ccc1[N+](=O)[O-]
→ 4.6	-3.8	-6.8	-2.4	-4.9	12.4	-0.9	-10.3
O=C(CSc1nnc2nnc3ccccc3n12)N1CCOCC1
→ nt	-14.2	9.7	nt	-5.1	3.1	-0.5	4.3
C[C@@H]1CN([C@@H](C)CO)S(=O)(=O)c2ccc(C3=CCCCC3)cc2O[C@@H]1CN(C)C(=O)Cc1cccnc1
→ -1.5	5.7	nt	nt	6.5	-2.8	-1.4	-2.5
O=C(COC(=O)Cn1cc(C(F)(F)F)ccc1=O)NCc1ccccc1
→ 5.8	-17.3	-0.7	-5.1	-5.5	-3.6	-2.3	4.6
O=S1(=O)C[C@@H](O)[C@@H](Nc2ccccc2)C1
→ 7.0	1.6	8.7	-0.1	10.1	nt	-1.7	-4.8
OCCC1CN(Cc2c(F)cccc2Cl)CCN1C1CCCCC1 (stereo unspecified)
→ 1.3	2.5	23.3	1.4	20.9	-0.8	-0.5	2.3
Cc1ccccc1N(CC(=O)N1CCCC1)S(=O)(=O)c1ccc(Cl)cc1
→ nt	-2.8	12.7	-3.9	nt	-0.4	-9.9	34.3
CC(O)CNc1nc2c(c(=O)n(C)c(=O)n2C)n1Cc1cccc(C(F)(F)F)c1 (stereo unspecified)
→ 6.1	nt	10.1	6.9	nt	nt	6.2	nt
Nc1nnc(CSCc2ccc(Cl)cc2Cl)s1
→ nt	-23.6	-5.5	6.2	-11.4	-2.5	-2.5	2.2
O=C(Cc1n[nH]c(=O)c2ccccc12)NCc1ccccc1
→ 6.8	13.6	15.7	-8.3	-0.5	0.0	1.5	-1.8
Cc1ccc(C(=O)NCc2ccncc2)cc1S(=O)(=O)N1CCOCC1
→ nt	7.8	5.0	4.1	2.2	1.4	-2.2	-7.8
CN(C)CCn1c(=S)[nH]c2ccc(Cl)cc2c1=O
→ 15.4	-17.0	-7.6	-6.8	1.5	-1.6	11.0	1.0
NS(=O)(=O)c1ccc(CCNC(=O)Cc2ccc(S(=O)(=O)N3CCCC3)s2)cc1
→ 2.1	-6.7	-4.1	3.6	3.2	-0.5	nt	-3.4
CC1C2CC(C/C2=N/NC(=O)c2cccs2)C1(C)C (stereo unspecified)
→ nt	-14.4	-0.3	-7.0	12.6	-1.7	nt	-4.5
COc1cccc(S(=O)(=O)NC2CCN(C#N)C2)c1 (stereo unspecified)
→ nt	1.1	4.6	5.7	-0.2	8.7	-2.0	-2.7
ONC(=Nc1cccc(C(F)(F)F)c1)c1cccnc1
→ -3.7	nt	9.4	-4.0	1.7	nt	-6.4	-0.1
C[C@@H]1CN([C@H](C)CO)C(=O)c2cc(NC(=O)CCCN(C)C)ccc2O[C@@H](C)CCCCO[C@H]1CN(C)S(=O)(=O)c1ccc(F)cc1
→ 6.6	2.3	-6.4	2.3	3.2	0.6	-1.4	-13.9
CC(C)NC(=O)N1[C@@H]2CN(C(=O)Nc3ccc(Cl)cc3)c3ccccc3[C@@H]2[C@@H]1CO
→ -5.0	1.2	-24.2	nt	-13.4	nt	2.0	nt
O=C(N/N=C/c1ccc([N+](=O)[O-])cc1)c1c[nH]c2ccccc12
→ 6.4	-8.3	-28.4	-3.6	-158.3	-2.0	nt	28.5

# Grouped by structure, the entries above with a COOH group (2)
# Every second line gives: PGC1a acetyl inh	LGR2 inh	PAX8 reporter	FN deposition inh	EWS-Fli block	ERAP1 HTS inh	PglD inh	S100A4 MyoIIA
COc1ccc(NC(=S)N(Cc2cccc(Br)c2)CC2CCC(C(=O)O)CC2)cc1 (stereo unspecified)
→ 10.6	-10.8	4.8	2.2	-8.9	-1.9	-2.9	-28.1
CC(C(=O)NC1C(=O)N2C(C(=O)O)=C(CSc3nnnn3C)CSC12)n1cc(Br)cn1 (stereo unspecified)
→ -5.8	-14.3	6.2	8.2	-1.4	-0.4	nt	-0.5

# (list continues)
# Every second line gives: PGC1a acetyl inh	LGR2 inh	PAX8 reporter	FN deposition inh	EWS-Fli block	ERAP1 HTS inh	PglD inh	S100A4 MyoIIA
Oc1cc(O)c2c(c1)O[C@H](c1ccc(O)c(O)c1)[C@H](O)C2
→ -28.8	16.2	-18.9	5.7	-2.2	nt	-4.2	nt
Cc1ccc(S(=O)(=O)N2CCCCC2)cc1C(=O)N(CCc1ccccc1)Cc1ccccc1
→ 0.2	19.7	18.2	-7.2	16.2	2.0	2.4	-22.8
COc1ccc(/C=N/NC(=O)c2nnn(-c3nonc3N)c2CN(C)C2CCCCC2)cc1
→ nt	7.5	0.0	10.7	nt	-1.0	nt	3.9
CCOc1ccc(S(=O)(=O)NCCC(=O)NCc2ccc(OC)c(OC)c2)cc1
→ 5.4	2.8	9.7	2.0	-2.7	0.6	-1.8	5.6
CC(C(=O)Nc1ccc(S(=O)(=O)Nc2ncccn2)cc1)N1C(=O)c2ccccc2S1(=O)=O (stereo unspecified)
→ nt	-7.4	-13.5	-12.0	0.3	0.5	nt	-1.4
COc1ccc([N+](=O)[O-])cc1NS(=O)(=O)c1cccc(C(=O)O)c1
→ 9.7	20.3	-10.7	-4.1	-0.7	-62.0	2.0	-5.6
COc1cccc(CN2CCN(C(=O)c3ccco3)CC2)c1
→ nt	0.1	8.9	-4.6	-4.7	-10.3	3.1	1.5
C[C@H]1CN([C@@H](C)CO)C(=O)Cc2cc(NC(=O)Nc3ccc(F)cc3)ccc2O[C@@H]1CN(C)C(=O)Nc1ccccc1
→ 2.2	-2.9	-5.9	-11.0	-3.5	-0.4	4.7	1.2
Cc1c(Cl)cccc1N/C(SCC(=O)N1CCCCCC1)=C(/C#N)c1nc2ccccc2s1
→ 11.6	6.5	7.9	-0.4	nt	nt	-14.7	nt
CCC(C)Sc1nc2ccccc2n1CC(=O)O (stereo unspecified)
→ 8.0	5.9	nt	-6.0	nt	nt	1.0	nt
COC(=O)CSc1[nH]c2ccc(Br)cc2c1[N+](=O)[O-]
→ 4.3	22.7	-22.1	-3.0	6.2	-3.8	nt	-2.6
Cc1ccc(-n2c(-c3ccc(Cl)cc3)n[nH]c2=S)cc1
→ nt	-16.3	11.3	0.8	3.6	0.1	2.9	3.5
O=S(=O)(c1ccc(F)cc1)N1CCCCN2[C@H](C1)[C@H](c1ccc(-c3cncnc3)cc1)[C@@H]2CO
→ -8.2	-19.5	12.8	-1.0	-5.0	0.1	-3.9	-0.1
CCOC(=O)N1CCN(c2nc3c(C)cccn3c(=O)c2C=O)CC1
→ 9.2	5.9	-1.5	4.3	6.9	6.5	-3.3	-17.0
COc1ccc(Cl)cc1C(=O)NNC(=O)c1cccs1
→ -9.0	-55.0	-148.5	nt	-55.2	2.8	0.4	-0.5
COc1ccccc1C(=O)NC(CCSC)C(=O)NCC(c1ccccc1OC)N1CCCC1 (stereo unspecified)
→ 5.4	1.3	-11.5	1.0	7.1	2.1	0.6	-11.1
O=C(NN1CCOCC1)c1cc(-c2cccc(Cl)c2)nc2ccccc12
→ 9.7	-12.4	nt	nt	-0.5	-0.8	nt	-3.2
C[C@H](NC(=O)c1ccccc1Cl)C(=O)OCC(=O)N1CC2(C)CC1CC(C)(C)C2 (stereo partly specified)
→ 5.6	nt	6.4	0.0	-4.9	-0.1	nt	3.7
